PostGolgi ctrl – inhibits growth of the yeast control strain; AID 738; 98,000 compounds, 5% hits; efflux-deficient yeast background strain, growth absorbance A615, 16 h; inhibition, % at 10 µM
PostGolgi yeast – growth inhibition of a yeast mutant, post-Golgi transport screen. post-Golgi transport phenotypic cell assay. 98,000 compounds, 0.9% hits. inhibition, % at 10 µM;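 note: yeast cells grown in 1536-well plates; yeast grown about 18 h at 30C before absorbance read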
HUVEC prolif 384 – inhibitors of human endothelial cell proliferation | viability, % at 10 µM (by protocol) | 86,000 compounds, 1.1% hits | HUVEC proliferation, CellTiter-Glo luminescence, 72 h; active compounds read low;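 active = viability at or below 30%; inactive = viability above 30%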;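 note: 100% = median luminescence of DMSO-only cell control wells on each plate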
H69AR growth 86K – blocks growth of human H69AR lung tumor cells. H69AR lung tumor viability, ATP luminescence, 72 h; active compounds read low. viability, % at 10 µM. 85,000 compounds, 6% hits;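 active = viability at or below 40%; inactive = viability above 40%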;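 note: multidrug resistant small cell line overexpressing MRP-1 efflux transporter; 100% = mean luminescence of untreated control wells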
S1P2 ag – activates the human S1P2 receptor; O95136; S1P2-expressing cell line, agonist reporter read-out; activation, % at 4.5 µM; 97,000 compounds, 0.46% hits; AID 729; in the data active = activation above about 16%;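 note: 0% = vehicle low control and 100% = maximal reference agonist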
Target sequence (O95136 whole entry, looked up): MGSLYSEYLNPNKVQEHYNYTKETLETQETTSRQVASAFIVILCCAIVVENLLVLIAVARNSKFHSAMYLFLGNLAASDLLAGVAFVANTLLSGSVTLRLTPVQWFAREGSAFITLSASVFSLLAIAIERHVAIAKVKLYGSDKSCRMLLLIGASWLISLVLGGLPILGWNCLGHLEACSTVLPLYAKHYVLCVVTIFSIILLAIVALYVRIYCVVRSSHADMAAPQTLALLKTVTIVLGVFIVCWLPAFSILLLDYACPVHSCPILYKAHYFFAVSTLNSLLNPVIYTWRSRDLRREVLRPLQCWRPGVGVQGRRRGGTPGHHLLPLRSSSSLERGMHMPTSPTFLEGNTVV
hDAT+cocaine – changed human dopamine transporter uptake under cocaine IC80; B-score at 10 µM; LLC-PK1 hDAT cells, [14C]-dopamine uptake with cocaine IC80; actives deviate in either direction; AID 449768; 110,000 compounds, 1.3% hits; Q01959;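 active = Z score or B-score, a plate-position-corrected score, falls beyond the plate's 99.7% confidence bounds, in either direction; inactive = both scores lie inside the 99.7% bounds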;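 note: scored against the spread of the other compound wells on the same plate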
Target sequence (Q01959 whole entry, looked up): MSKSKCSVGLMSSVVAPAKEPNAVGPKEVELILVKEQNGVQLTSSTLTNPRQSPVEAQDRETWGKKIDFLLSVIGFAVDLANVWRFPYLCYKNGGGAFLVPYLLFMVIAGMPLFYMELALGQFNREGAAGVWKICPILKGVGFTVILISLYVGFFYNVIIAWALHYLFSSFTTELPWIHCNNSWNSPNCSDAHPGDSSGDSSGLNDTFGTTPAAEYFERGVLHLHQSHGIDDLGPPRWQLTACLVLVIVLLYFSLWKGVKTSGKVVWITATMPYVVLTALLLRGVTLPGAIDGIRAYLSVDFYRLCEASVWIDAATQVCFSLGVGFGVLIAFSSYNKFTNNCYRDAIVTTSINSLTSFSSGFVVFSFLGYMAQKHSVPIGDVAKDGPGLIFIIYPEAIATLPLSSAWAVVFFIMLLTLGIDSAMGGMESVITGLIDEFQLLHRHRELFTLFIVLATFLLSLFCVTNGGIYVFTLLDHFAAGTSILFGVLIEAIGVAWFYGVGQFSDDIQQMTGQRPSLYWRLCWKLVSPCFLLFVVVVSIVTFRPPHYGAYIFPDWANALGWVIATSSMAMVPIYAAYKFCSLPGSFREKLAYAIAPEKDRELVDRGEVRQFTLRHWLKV
S1P2 antag – blocks the human S1P2 receptor; O95136; cell-based S1P2 antagonist assay, inhibition at 5 uM; inhibition, % at 5 µM; 97,000 compounds, 0.21% hits; in the data active = inhibition above about 45%;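 note: CRE beta-lactamase reporter cells expressing human S1P2 stimulated with S1P; 0% = agonist at EC80 alone and 100% = agonist plus reference antagonist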
Fibroblast inh – blocks proliferation of human lung fibroblasts | LL 47 human lung fibroblast viability, ATP luminescence; active compounds read low | viability, % at 10 µM | 85,000 compounds, 1.1% hits;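 active = viability at or below 50% in the single dose screen; inactive = viability above 50%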;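 note: compound exposure lasted 72 h before the ATP readout; 100% = median luminescence of untreated cell-only wells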
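Material: human lung fibroblast line LL 47, low passage; Evaluation: viability percentage against median untreated-cell control; Buffer or medium: 15% FBS in IMEM; Incubation: 72 h compound exposure at 37 °C after overnight plating; Dosing: 0.1% DMSO in all compound wells; Measured by: CellTiter-Glo luminescence.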
Ecoli WT expand – E. coli BW25113 growth inhibition, expanded screen; OD600 absorbance; growth inhibition, % at 100 µM; 98,000 compounds, 0.15% hits; AID 710;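 active = growth inhibition above about 50% at one test dose, limit read from the data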;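 note: growth measured after 20 h incubation at 37 °C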
* = called active by the depositor; x = no result given. Cut-off read from the data, not from the text of the source, unless noted: active = inhibition above about 30%; inactive = the rest. These rows are one share of the data; count on the stated rates, not on these rows.

SMILES	PostGolgi ctrl	PostGolgi yeast	HUVEC prolif 384	H69AR growth 86K	S1P2 ag	hDAT+cocaine	S1P2 antag	Fibroblast inh	Ecoli WT expand
Cc1cc(NC(=O)COC(=O)c2c(C)nn(Cc3ccccc3Cl)c2C)no1	12	12	97	111	-5	0.57	-1	97	-5
COc1cc2c(cc1OC)C(C(=O)N1CCC3(CC1)OCCO3)C(c1ccccc1F)N(C)C2=O (stereo not drawn)	-5	-1	102	89	0	-0.085	13	99	-9
CC(C(=O)c1cn(C)c2ccccc12)c1ccccc1 (stereo not drawn)	12	-11	x	x	1	0.19	-10	x	0
Fc1ccccc1N1CCN(Cc2ccc3c(c2)OCO3)CC1	-7	-1	91	96	x	-1.1	x	95	16
CCC(C)C1N=C(c2ccccc2)c2cc(Cl)ccc2N(CC(=O)NCc2ccco2)C1=O (stereo not drawn)	4	-8	94	66	-2	-0.57	10	86	-4
COc1ccc2c(c1)c(C(=O)CN1CCC3(CC1)OCCO3)c(C)n2Cc1ccccc1	-5	-5	95	53	-6	-0.32	-18	86	8
CCOc1ccc(Cc2c(O)[nH]c(=O)[nH]c2=O)cc1	5	1	88	92	0	-0.51	5	92	-7
CN1C(=O)C(=Cc2ccc(N3CCCCC3)o2)C(=O)N(C)C1=S	8	4	x	x	-3	-1.3	-7	x	-13
O=C(c1ccc2c(c1)OCO2)N1CCC2(CC1)OCCO2	5	0	92	97	x	-0.31	x	95	2
NC(=O)CSc1nnc([C@@H](N)Cc2c[nH]c3ccccc23)o1	11	-4	x	x	-7	0.081	10	x	3
CC12CCCCC1N(O)CN2O (stereo not drawn)	1	0	106	102	-2	0.46	1	105	0
N#Cc1cc(F)c(N2CCNCC2)cc1Cl	2	2	106	81	-2	1.3	-10	107	10
CCCCn1c(O)c(C(C)=NCCN2CCOCC2)c(=O)[nH]c1=O	0	-6	98	90	-1	-0.15	-18	116	0
c1ccc2c(CCNCc3ccc4c(c3)OCO4)c[nH]c2c1	4	6	85	95	-1	0.87	15	91	11
CCOP(=O)(OCC)C(c1ccccc1)N(C)C=O (stereo not drawn)	1	-12	x	x	0	-0.57	-8	x	2
CC(=O)O[C@]1(c2ccccc2)CCN(C)[C@H]2CCCC[C@@H]21	x	x	94	96	-2	0.19	-8	98	x
O=c1[nH]c(=S)n(CCC2=CCCCC2)c(O)c1C=NC1CCN(Cc2ccccc2)CC1	94*	37*	x	x	-1	0.87	-7	x	-2
CCCCSC1=NN1c1nc(N)nc(C)c1CC	5	2	88	71	-1	-0.16	-13	97	0
COc1cc(OC)c(OC)cc1CNC(C)C(O)c1ccccc1 (stereo not drawn)	1	1	102	92	x	-0.056	x	99	1
Cc1ccc(OCC(=O)NCCN2CCN(C(=O)COc3ccc(C)cc3)CC2)cc1	0	7	92	106	-5	0.47	7	88	11
COc1ccccc1N1CCN(Cc2ccc(Cl)cc2Cl)CC1	-1	-6	111	96	1	-0.47	13	99	11
CC(O)(CS(=O)(=O)c1cccc(C(F)(F)F)c1)C(=O)Nc1cccc(C(F)(F)F)c1 (stereo not drawn)	6	0	x	x	-5	-0.95	-15	x	1
C[C@]12CC[C@@H](O)C[C@@H]1CC[C@@H]1[C@@H]2CC[C@]2(C)[C@@H](O)CC[C@@H]12	x	x	104	82	x	0.16	x	94	x
CCC1(CC)C(=O)N(Cc2ccccc2)C(=O)N(Cc2ccccc2)C1=O	22	-5	103	93	-4	0.63	-11	95	-1
Cc1ccc(NC(=O)CN2C(=O)CN=C(c3ccccc3)c3cc(Cl)ccc32)cc1	46*	0	85	25*	-5	0.16	36	85	-9
CCCCc1nc2ccccc2c(=O)n1-c1ccccc1O	7	-2	x	x	-3	0.4	-3	x	6
O=C(c1sc2ccccc2c1Cl)N1CCC2(CC1)OCCO2	46*	4	106	100	-7	0.97	-1	102	5
CC1CCC(C(=O)NC(C(=O)N2CCC3(CC2)OCCO3)C(C)C)CC1 (stereo not drawn)	3	1	102	92	0	-1.1	2	95	7
C=Cn1ccnc1P(=S)(c1cc(N(CC)CC)ns1)c1nccn1C=C	-12	16	94	74	-7	0.22	14	100	6
CCCCC1(CCCC)C(=O)NC(=Nc2cccc(C)c2)NC1=O	7	47*	59	7.8*	-6	0.0003	-18	52	5
CCN(CC)CCN=Cc1c(O)n(C2CCCCCC2)c(=O)[nH]c1=O	7	19	85	92	-2	-0.88	-17	99	-8
CN(CCCCC(=O)/C=N/O)Cc1ccccc1 (tested in a mixture with another compound)	10	-7	96	89	-2	0.96	-6	96	1
O=C1C2CCCN2C(c2cccnc2)N1c1ccc(Cl)cc1 (stereo not drawn)	-7	9	82	86	0	-1.1	-3	91	5
CC(=NCCN1CCCCC1)c1c(O)n(Cc2ccccc2)c(=O)[nH]c1=O	3	3	94	97	-1	-1.1	0	101	6
O=C1NCN(c2ccccc2)C12CCNCC2	0	-5	97	97	0	0.79	11	97	-2
Cn1c(O)c(C=NCCCC(=O)O)c(=O)n(C)c1=O	2	-6	109	98	1	0.48	-22	109	-2
CN1C(=O)N(C)C(=O)C2(Cc3cc(N)ccc3N3CCN(c4ccccc4F)CC32)C1=O (stereo not drawn)	3	0	76	89	-5	-1.4	8	89	-4
Cc1ccccc1NC1=NCCCS1	20	0	100	86	-2	0.62	7	102	1
COc1ccccc1CC1C(=O)C2CCN1CC2 (stereo not drawn)	25	-2	110	95	-8	-0.36	0	111	3
Cc1ccc2nc3c(cc2c1)CC1(C(=O)N(C)C(=O)N(C)C1=O)C1CCCCN31 (stereo not drawn)	2	-4	107	63	-6	2.9*	22	107	1
COc1ccccc1CC1/C(=N/O)C2CCN1CC2 (stereo not drawn)	9	24	92	100	-4	-0.93	-2	104	1
CCN(CC)CCCN=Cc1c(O)n(Cc2ccc(F)cc2)c(=O)[nH]c1=O	0	2	93	87	-3	-1.1	-2	100	-3
COC(=O)C1C2c3ccccc3OC1(C)N=c1s/c(=C/c3cnn(C)c3)c(=O)n12 (stereo not drawn)	16	23	95	96	x	0.97	x	99	4
CSc1nnc(C2CCNCC2)n1C	7	4	92	77	-5	-0.5	-21	91	-2
COc1ccc(N=C2SCCCN2C)cc1	x	x	102	96	-3	-0.097	19	99	x
CN(C)CC1CSCCC1(O)c1ccccc1 (stereo not drawn)	x	x	98	92	-8	-0.34	3	104	x
CC1(C)CC(=O)C(C2(O)C(=O)NC(=O)NC2=O)=C(O)C1	7	1	104	105	x	-0.69	x	97	0
CN1C(=O)N(C)C(=O)C2(Cc3c(nc4ccccn4c3=O)N3CCc4ccccc4C32)C1=O (stereo not drawn)	14	2	97	82	-13	-1.4	9	96	-7
C[N+]1(C)CCN(c2ccccc2)CC1	x	x	96	97	x	0.48	x	94	x
c1cc2c(cc1CCNC1CCCCCC1)OCO2	x	x	104	74	-6	-0.047	4	102	x
Cc1ccc(-n2nc(C)cc2NC(=O)COc2cc(C)cc3oc(=O)c4c(c23)CCC4)cc1	8	1	89	63	-11	0.73	11	94	-10
Cn1c(O)c(C=NC2C(=O)C3(C)CCC2C3(C)C)c(=O)n(C)c1=O (stereo not drawn)	2	14	86	90	-4	0.094	1	99	-5
CN(C)C(=O)Oc1ccc(OC(=O)c2ccccc2)cc1	9	-1	103	89	-5	0.067	12	91	-2
CCCCn1c(O)c(C(CC)=Nc2cccc(C(=O)O)c2)c(=O)[nH]c1=O	8	-5	98	107	-4	0.12	2	103	-7
CCCCOC(=O)C1=C(N)OC2=C(C(=O)CC(C)(C)C2)[C@]12C(=O)N(C)c1ccccc12	16	-5	87	96	x	-1.1	x	86	1
CN1C2CCC1CC(OC(=O)CCN1CCCC1)C2 (stereo not drawn)	4	2	x	x	x	-2	x	x	2
CNC(C)Cc1ccccc1Sc1ccc(O)cc1 (stereo not drawn)	0	-17	x	x	-7	0.032	37	x	20
COc1cc(CN2CCN(c3cc(C)ccc3C)CC2)ccc1O	2	-2	42	55	-7	1.5	1	89	6
CCOP(=O)(OCC)C(NC(=O)C(C)C)C(Cl)(Cl)Cl (stereo not drawn)	5	-11	98	97	-4	-0.78	8	100	8
CCOP1(=S)Oc2cc3c(cc2C(C(=O)OC)(C(F)(F)F)O1)OCO3 (stereo not drawn)	12	-5	89	80	x	-1.4	x	108	15

Filtered by structure, those above containing a furan ring, fused or not.
SMILES	PostGolgi ctrl	PostGolgi yeast	HUVEC prolif 384	H69AR growth 86K	S1P2 ag	hDAT+cocaine	S1P2 antag	Fibroblast inh	Ecoli WT expand
CCC(C)C1N=C(c2ccccc2)c2cc(Cl)ccc2N(CC(=O)NCc2ccco2)C1=O (stereo not drawn)	4	-8	94	66	-2	-0.57	10	86	-4
CN1C(=O)C(=Cc2ccc(N3CCCCC3)o2)C(=O)N(C)C1=S	8	4	x	x	-3	-1.3	-7	x	-13

Continued:
SMILES	PostGolgi ctrl	PostGolgi yeast	HUVEC prolif 384	H69AR growth 86K	S1P2 ag	hDAT+cocaine	S1P2 antag	Fibroblast inh	Ecoli WT expand
O=C1NC(=S)NC(=O)C12C(c1ccc(F)cc1)NC(=S)NC2c1ccc(F)cc1 (stereo not drawn)	21	-2	95	94	-4	-0.69	9	104	9
CCC(C)N1C(=O)NC(=O)C2(Cc3c(ccc4ccccc34)N(C)C2)C1=O (stereo not drawn)	33*	3	71	x	-11	-1.1	29	93	3
CN1C(=O)C(=Cc2ccccc2Oc2ccc(Cl)cc2)C(=O)N(C)C1=O	3	-2	x	x	-8	-0.23	-10	x	25
CCOC(=O)c1ccc(N2C(=O)CC(N3CC=C(c4ccc(F)cc4)CC3)C2=O)cc1 (stereo not drawn)	16	10	107	98	-3	1.5	-1	x	2
COc1ccc(C(=O)C(C)(C)NO)cc1	-2	7	95	94	-6	-0.082	-11	106	4
CN(Cc1ccccc1)Cc1ccccc1OC(=O)N(C)C	6	11	99	85	-7	-1.4	-4	102	10
Cc1nc2nc(C)c(CCC(=O)N3CCC4(CC3)OCCO4)c(C)n2n1	0	-2	92	101	-5	-0.91	-2	102	2
Cc1cccn2c(=O)c3cc(C(=O)N4CCC5(CC4)OCCO5)n(C)c3nc12	8	5	56	20*	1	x	3	57	2
COc1ccc(C2C(C(=O)N3CCC4(CC3)OCCO4)c3cc(OC)c(OC)cc3C(=O)N2C)cc1 (stereo not drawn)	16	-2	102	85	x	-2.1	x	93	6
COc1ccc(/C=C2/C(=O)NC(=O)N(C3CCCCC3)C2=O)cc1CSc1ccccn1	9	-9	98	48	-4	-0.31	-28	96	0
Cc1[nH]c2ccccc2c1/C=N/O	-1	4	93	91	-11	-0.4	24	101	18
Cc1noc(C)c1C(=O)N1CCC2(CC1)OCCO2	-2	5	104	101	-7	-0.021	1	96	11
Cc1ccc(S(=O)(=O)NCC2CCC(C(=O)N3CCC4(CC3)OCCO4)CC2)cc1 (stereo not drawn)	1	-17	104	82	-2	0.17	8	103	-2
CC(=O)c1c(C)n(CC2CCCO2)c2ccc(O)cc12 (stereo not drawn)	0	0	96	89	-9	0.0055	5	95	-1
Cc1[nH]c2ccccc2c1C1=CCNCC1	-7	-3	111	92	-5	0.78	33	105	9
CC(NCc1ccc(Cl)c(Cl)c1)C(O)c1ccccc1 (stereo not drawn)	14	0	x	x	-1	-0.82	11	x	39
CCNc1nc2[nH]c(=O)c3c(c2s1)OC(N)=C(C#N)C3c1cccs1 (stereo not drawn)	6	0	x	x	-7	x	13	x	-4

One compound at a time (already shown). Screens in order: PostGolgi ctrl	PostGolgi yeast	HUVEC prolif 384	H69AR growth 86K	S1P2 ag	hDAT+cocaine	S1P2 antag	Fibroblast inh	Ecoli WT expand
Cc1cccn2c(=O)c3cc(C(=O)N4CCC5(CC4)OCCO5)n(C)c3nc12 is listed as 8	5	56	20*	1	x	3	57	2
Cc1[nH]c2ccccc2c1C1=CCNCC1 is listed as -7	-3	111	92	-5	0.78	33	105	9
COc1ccc(C(=O)C(C)(C)NO)cc1 is listed as -2	7	95	94	-6	-0.082	-11	106	4
